High-throughput results as filed in PubChem BioAssay.
Phagocytosis inh = inhibitors of macrophage phagocytosis | AID 1029 | J774A.1 macrophage IgG-bead phagocytosis, imaging | inhibition, % at 5 µM | 0.07% of 110,000 active;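 active = inhibition above the mean of the plate negative controls plus 5 SD, cut at about 13% in these data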;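 note: phagocytic index as fraction of beads internalized from green versus red external bead signal; plate controls were DMSO negative control for no effect and cytochalasin-D positive control for full effect; some results beyond the cut were filed as inactive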
NPY Y2 blocker = blocks the human neuropeptide Y Y2 receptor; inhibition, % at 2.7 µM; P49146; NPY-Y2 expressing cells, antagonist mode; AID 793; 0.99% of 140,000 active; in the data active = inhibition above about 17%;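 note: 0% = vehicle with agonist challenge and 100% = reference antagonist with challenge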
Target sequence (P49146 whole entry, looked up): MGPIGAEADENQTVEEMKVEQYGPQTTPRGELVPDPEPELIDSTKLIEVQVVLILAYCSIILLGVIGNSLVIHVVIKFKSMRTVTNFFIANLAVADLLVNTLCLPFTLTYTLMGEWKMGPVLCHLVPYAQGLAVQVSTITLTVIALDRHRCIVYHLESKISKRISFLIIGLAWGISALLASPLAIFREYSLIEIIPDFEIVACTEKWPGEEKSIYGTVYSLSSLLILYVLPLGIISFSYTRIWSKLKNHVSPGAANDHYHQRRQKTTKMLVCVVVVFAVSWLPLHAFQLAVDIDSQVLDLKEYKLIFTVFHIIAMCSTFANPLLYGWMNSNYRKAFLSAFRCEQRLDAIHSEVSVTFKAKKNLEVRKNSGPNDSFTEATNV
bCat KO growth = beta-catenin-lacking colon tumor cell growth suppression; HCT116 beta-catenin knockout viability, CellTiter-Glo, 60 h; hits give low values; viability, % at 10 µM; 1.5% of 140,000 active;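 active = viability at or under a set limit, the compound median less 4 SD, cut at about 6% in these data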;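 note: 0% = Hyamine 1622 control at 20 µM and 100% = untreated cell control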
MRP1 act = activators of MRP-1 | H69AR cells + doxorubicin, viability rescue, CellTiter-Glo | 0.61% of 140,000 active | viability increase, % at 10 µM;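 active = viability gain under doxorubicin at or above a set limit, the compound median plus 3 SD, cut at about 4.7% in these data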;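 note: MRP-1 overexpressing cells given doxorubicin 25 µM after compound pretreatment; 18-22 h compound pretreatment then 72 h with doxorubicin before readout; 0% = doxorubicin-only wells and 100% = vehicle-treated cells without doxorubicin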
PTEN del growth = suppresses growth of cells with PTEN deletion | HCT116 PTEN-null viability, CellTiter-Glo, 60 h; hits give low values | viability, % at 10 µM | 1.2% of 140,000 active;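 active = viability at or below a set limit, 4 SD under the median of all tested compounds, cut at about 3.7% in these data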;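 note: PTEN knockout HCT116 line with beta catenin targeted HCT116 as companion control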
Measles CPE = protection of cells from measles virus; AID 841; Measles virus-infected cells, CPE protection, absorbance; 1.5% of 140,000 active; protection (pct of control), % at 4 µM; in the data active = protection mostly above about 24%, no sharp cut-off; inactive = mostly below about 26%; note: some compounds called inactive have numbers as strong as hits
Yeast life ext = yeast lifespan extension; inhibition of the nicotinamide effect, % at 10 µM; 0.68% of 130,000 active; S. cerevisiae growth with nicotinamide, OD615; deaD strain in restrictive glucose medium; AID 775;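 active = inhibition above a set limit, placed 3 SD over the median of all compounds, cut at about 26% in these data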;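 note: 0% = nicotinamide-treated wells and 100% = cells grown without nicotinamide; some compounds called inactive have numbers as strong as hits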
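Assay system: engineered S. cerevisiae DeaD replicative-lifespan strain, galactose-grown log-phase cells; medium: restrictive CSMM-D dextrose medium; also added: nicotinamide, 1.5 mM, co-present with compound; schedule: 48 h compound exposure at 30 °C, humidified; detection: absorbance at 615 nm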
Yeast growth inh = yeast BB579 growth reduction in restrictive medium | 0.51% of 140,000 active | S. cerevisiae BB579 growth, OD615, 48 h | inhibition, % at 10 µM;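 active = inhibition above a set limit, 3 SD over the mean compound inhibition, cut at about 44% in these data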; note: inactives centre near -24
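controls = amphotericin B 10 µg/mL, positive | assay system = DeaD yeast strain BB579 | schedule = 48 h compound exposure at 30 °C after 4 h preincubation | detection = OD615 turbidity measurement | medium = restrictive CSMM-D medium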
GALR2 blocker = antagonists of human galanin receptor 2 (GALR2); O43603; GALR2-expressing cells, antagonist mode; inhibition, % at 4 µM; 0.39% of 140,000 active; AID 828; in the data active = inhibition above about 27%;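 note: cells stimulated with galanin 1-16 at roughly its EC80; 0% = agonist challenge control and 100% = basal control without agonist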
Target sequence (O43603 whole entry, looked up): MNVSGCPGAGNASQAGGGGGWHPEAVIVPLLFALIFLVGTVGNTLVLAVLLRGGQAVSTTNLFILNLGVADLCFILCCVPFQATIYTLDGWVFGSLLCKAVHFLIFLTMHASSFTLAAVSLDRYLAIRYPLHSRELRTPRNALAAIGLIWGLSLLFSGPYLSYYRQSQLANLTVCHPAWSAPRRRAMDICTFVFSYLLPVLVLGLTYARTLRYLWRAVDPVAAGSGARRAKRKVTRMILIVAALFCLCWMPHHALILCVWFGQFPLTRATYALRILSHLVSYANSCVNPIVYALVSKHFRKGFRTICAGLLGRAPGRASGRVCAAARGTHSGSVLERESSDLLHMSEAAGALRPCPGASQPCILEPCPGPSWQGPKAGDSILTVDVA
E-sel TNF inh = TNF alpha driven E-selectin expression inhibition; inhibition, % at 2 µM; HUVEC TNFa-induced E-selectin immunofluorescence, high content; AID 1246; 0.71% of 120,000 active;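 active = inhibition above the batch mean plus 3 SD, and confirmed as a hit on visual image review, cut at about 43% in these data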;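 note: 0% = TNF-stimulated DMSO wells and 100% = unstimulated control wells; not every result past the cut was called active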
* hit, by the source's call; nt = no result given. This is a random part of the collection. Share with any hit: about 6.4%.

| nr | molecule | Phagocytosis inh | E-sel TNF inh | PTEN del growth | Yeast growth inh | NPY Y2 blocker | Yeast life ext | bCat KO growth | MRP1 act | GALR2 blocker | Measles CPE |
| --- | --- | --- | --- | --- | --- | --- | --- | --- | --- | --- | --- |
| 1 | COc1ccc(S(=O)(=O)N2CCOCC2)cc1C(C)C | 0 | -29 | 89 | -14 | 2 | -10 | 94 | -2.7 | -4 | 3 |
| 2 | Cc1cccc(-n2ncc3c(NCc4ccccc4)ncnc32)c1 | -1 | -20 | 27 | -26 | 7 | -8 | 28 | -4.0 | 24 | 14 |
| 3 | CCn1cnc2sc(C(=O)Nc3ccc4c(c3)OCO4)c(C)c2c1=O | -1 | -5 | 104 | -19 | 1 | -17 | 105 | 0.1 | 13 | 8 |
| 4 | Cc1noc(NS(=O)(=O)c2ccc(NC(=O)C34CC5CC(C3)CC(n3cnc(Br)n3)(C5)C4)cc2)c1C | -3 | nt | 96 | -28 | 1 | 4 | 96 | 0.9 | 6 | 13 |
| 5 | CCCOc1ccc(/C(O)=C2/C(=O)C(=O)N(CCCn3ccnc3)C2c2ccco2)cc1 (configuration not stated) | nt | 100* | 98 | -23 | 0 | -10 | 110 | -0.3 | 1 | 40 |
| 6 | Cc1nn(C)cc1/C=N/NC(=O)c1sc2ccccc2c1Cl | nt | -4 | 101 | -28 | 8 | -10 | 89 | -1.2 | 7 | 6 |
| 7 | Cn1c(SCC(=O)N2CCN(Cc3ccccc3)CC2)nnc1-c1ccncc1 | 5 | -1 | 110 | -10 | 1 | -12 | 93 | -0.2 | 3 | 2 |
| 8 | CC12CC(NC(=O)N1c1cccc(C(=O)NCc3ccc4c(c3)OCO4)c1)c1cc(Cl)ccc1O2 (configuration not stated) | 1 | 12 | 69 | -41 | -1 | -11 | 69 | 1.2 | -5 | 6 |
| 9 | COc1cc(-c2noc(CCCC(=O)NC3CCCCC3)n2)cc(OC)c1OC | -2 | -12 | 91 | -27 | 3 | -6 | 90 | -2.3 | -5 | 10 |
| 10 | CCCc1nc2ccccc2c(=O)n1/N=C/c1ccc(O)cc1O | 0 | nt | 19 | -14 | 0 | -9 | 12 | 0.5 | -42 | 5 |
| 11 | Cn1c(=O)c2c(ncn2CC(=O)N/N=C/C(Cl)=C/c2ccccc2)n(C)c1=O | -6 | 11 | 28 | -40 | 2 | 3 | 30 | -4.3 | -9 | 9 |
| 12 | COc1ccc(C(=O)OCCN=C2NS(=O)(=O)c3ccccc32)cc1OC | 0 | -18 | 95 | -7 | 5 | -7 | 97 | -2.2 | 14 | 6 |
| 13 | CCCCOCCCNc1ncnc2c1[nH]c1ccccc12 | -1 | 11 | 14 | -6 | 4 | -10 | 13 | -4.4 | 47* | 16 |
| 14 | CCOC(=O)c1sc2nc3c(SCCC#N)cc(C(=O)c4cc(F)ccc4O)cn3c(=O)c2c1C | -2 | nt | 58 | -55 | 1 | 6 | 57 | -3.5 | 24 | 3 |
| 15 | Cc1ccc(NC(=O)CC2SC(=NCC3CCCO3)NC2=O)cc1Cl (configuration not stated) | nt | nt | 93 | -25 | 0 | -3 | 84 | -1.0 | -7 | 11 |
| 16 | CCCCNC(=O)CCn1c(=O)c2ccccc2n(CC(=O)Nc2ccccc2OCC)c1=O | 0 | 18 | 114 | -80 | 1 | -6 | 106 | -1.9 | -8 | 6 |
| 17 | COc1cc(NS(=O)(=O)c2ccc(NC(=S)NC(=O)CC(C)C)cc2)nc(OC)n1 | nt | -9 | 97 | -29 | 0 | nt | 82 | -3.5 | 5 | 5 |
| 18 | Cc1ccccc1N1CCN(S(=O)(=O)c2ccc3oc(=O)ccc3c2)CC1 | -1 | 4 | 83 | -46 | 2 | -13 | 82 | 1.7 | 6 | 15 |
| 19 | CCOC(=O)c1c(C)n(C)c2ccc(OC(C)=O)cc12 | nt | 2 | 102 | -18 | -1 | nt | 99 | -0.3 | 2 | 11 |
| 20 | COc1ccc(Nc2nc(N)nc(C(F)(F)F)n2)c(OC)c1 | 0 | -18 | 91 | -2 | -1 | -23 | 108 | -1.2 | 1 | 24 |
| 21 | O=C(C1CC(c2ccc(F)cc2)=NO1)N1CCN(Cc2ccccc2)CC1 (configuration not stated) | 0 | nt | 106 | -70 | 2 | -6 | 99 | 0.1 | -22 | 1 |
| 22 | COc1ccc(Nc2nc(Nc3ccc(OC)cc3OC)nc(N3CCN(C)CC3)n2)c(OC)c1 | -4 | -10 | 20 | -44 | 4 | -3 | 26 | -3.7 | 4 | 3 |
| 23 | NC(=O)c1ccc(NC(=O)COC(=O)c2cccc(Oc3ccccc3)c2)cc1 | nt | nt | 95 | -34 | 4 | 4 | 90 | -3.0 | 6 | 6 |
| 24 | O=C(Nc1cccnc1)C1CC(c2ccccc2O)=NO1 (configuration not stated) | -1 | -16 | 99 | -23 | -1 | -10 | 108 | -2.3 | 1 | 1 |
| 25 | COC(=O)CSc1nnc(-c2sc3cc(OC)ccc3c2Cl)n1C | -3 | 0 | 82 | -40 | 2 | -23 | 70 | -2.7 | 22 | 7 |
| 26 | CN(C)c1ccc(NC(=O)c2sc(SCC(=O)Nc3ccc(Br)cc3)nc2N)cc1 | nt | -5 | 93 | -43 | 0 | 0 | 95 | -1.7 | 2 | 16 |
| 27 | Cc1cccc(NCc2cc(Cl)cc(Cl)c2O)n1 | nt | 1 | 79 | -3 | 2 | nt | 77 | -2.0 | 2 | 6 |
| 28 | CSc1ccc(S(=O)(=O)Nc2ccc(S(=O)(=O)Nc3ccc(C)cc3)cc2)cc1 | 3 | 20 | 64 | -36 | 0 | 0 | 68 | -1.4 | -6 | 2 |
| 29 | O=C(CNS(=O)(=O)c1ccc(Br)s1)N1CCN(C(=O)c2ccco2)CC1 | 0 | 18 | 102 | -15 | 0 | -7 | 101 | 0.5 | -7 | 27 |
| 30 | NC(=O)CSc1nnc(CNc2ccc(F)cc2)n1CC1CCCO1 (configuration not stated) | 2 | nt | 99 | -41 | 0 | -4 | 97 | 0.1 | -1 | 10 |
| 31 | O=C(CSc1nc(CCC2CCCC2)nc2ccccc12)NCc1ccc2c(c1)OCO2 | -9 | -20 | 85 | -18 | 4 | 4 | 82 | -4.8 | -2 | 6 |
| 32 | COc1ccc(NC(=S)NCCc2c[nH]c3ccccc23)c(OC)c1 | -1 | -18 | 80 | -44 | 1 | 0 | 90 | -3.5 | 7 | 13 |
| 33 | N#CC1=C(S)N(c2ccccc2)C(c2cccs2)NC1=O (configuration not stated) | 0 | 0 | 96 | -64 | 1 | -5 | 83 | -2.4 | -2 | 12 |
| 34 | CCCOc1ccc(C(=O)NCC(c2cccs2)N(C)C)cc1OC (configuration not stated) | -9 | nt | 100 | -29 | 1 | -2 | 96 | -1.1 | 1 | 13 |
| 35 | Cc1ccc(Nc2nc(-c3sc(NC(=O)c4cccc(Cl)c4)nc3C)cs2)cc1 | nt | -14 | 92 | -88 | -1 | -4 | 89 | -1.2 | -1 | 5 |
| 36 | O=C(NCc1cn2ccsc2n1)c1cccs1 | -1 | 18 | 91 | 19 | -1 | -5 | 93 | -2.5 | 8 | 11 |
| 37 | COC(=O)c1[nH]c2cc(OC)ccc2c1NC(=O)CN1CCC(C(N)=O)(N2CCCCC2)CC1 | nt | 2 | 88 | -6 | -1 | -3 | 97 | -3.0 | -5 | 6 |
| 38 | CCCCOc1ccc(C(=O)N2CCC(C)CC2)cc1 | -2 | -7 | 106 | -33 | 0 | 2 | 95 | 1.3 | 2 | 1 |
| 39 | CC1(C)CC(=O)C(=Cc2cn(CCC#N)nc2-c2ccc(F)cc2)C(=O)C1 | -10 | 16 | 91 | 7 | 0 | 7 | 79 | -2.2 | -6 | 2 |
| 40 | CCOc1ccc(S(=O)(=O)Nc2ccc(O)c(Sc3ncn[nH]3)c2)cc1 | nt | 17 | 87 | -8 | 0 | nt | 96 | -0.5 | 2 | 10 |

Some of the entries above, set out differently.
Order of values: Phagocytosis inh, E-sel TNF inh, PTEN del growth, Yeast growth inh, NPY Y2 blocker, Yeast life ext, bCat KO growth, MRP1 act, GALR2 blocker, Measles CPE
(31) O=C(CSc1nc(CCC2CCCC2)nc2ccccc12)NCc1ccc2c(c1)OCO2
 : -9, -20, 85, -18, 4, 4, 82, -4.8, -2, 6
(32) COc1ccc(NC(=S)NCCc2c[nH]c3ccccc23)c(OC)c1
 : -1, -18, 80, -44, 1, 0, 90, -3.5, 7, 13
(33) N#CC1=C(S)N(c2ccccc2)C(c2cccs2)NC1=O (configuration not stated)
 : 0, 0, 96, -64, 1, -5, 83, -2.4, -2, 12
(34) CCCOc1ccc(C(=O)NCC(c2cccs2)N(C)C)cc1OC (configuration not stated)
 : -9, nt, 100, -29, 1, -2, 96, -1.1, 1, 13

Following part:
| nr | molecule | Phagocytosis inh | E-sel TNF inh | PTEN del growth | Yeast growth inh | NPY Y2 blocker | Yeast life ext | bCat KO growth | MRP1 act | GALR2 blocker | Measles CPE |
| --- | --- | --- | --- | --- | --- | --- | --- | --- | --- | --- | --- |
| 41 | CCN1CCN(CC(O)COc2cccc(OC)c2)CC1 (configuration not stated) | 0 | -1 | 98 | -13 | 0 | 0 | 93 | -2.0 | -11 | 3 |
| 42 | CCC(=O)N1CCn2c1nc1ccccc12 | nt | -14 | 100 | -37 | 3 | -4 | 96 | -1.9 | -1 | 6 |
| 43 | Fc1ccc(-c2csc(N3CCC(c4ccccc4)C3)n2)cc1 (configuration not stated) | nt | -11 | 87 | -6 | 8 | -14 | 91 | 1.6 | -4 | 9 |
| 44 | NC(=S)N/N=C/c1ccc2ccccc2c1 | nt | 3 | 95 | -28 | 3 | 1 | 95 | -1.2 | 25 | 14 |
| 45 | Cc1nn(-c2ccc(C(=O)Nc3nnc(C4CC4)s3)cc2)c(C)c1Cl | 0 | -6 | 93 | -47 | 2 | -11 | 105 | 2.1 | -2 | 11 |
| 46 | Cc1sc2nc(CN3CCOCC3)nc(NCCc3ccccc3)c2c1C | -1 | -3 | 88 | -5 | 11 | -14 | 79 | -6.1 | 8 | 4 |
| 47 | N#Cc1c(-n2cccc2)cccc1-n1cccc1 | 2 | -18 | 101 | -41 | 2 | -21 | 100 | 2.5 | 4 | 10 |
| 48 | O=C(N/N=C/c1ccc[nH]1)c1sc2ccccc2c1Cl | nt | -11 | 17 | -9 | 5 | -13 | 18 | -2.7 | 18 | 7 |
| 49 | O=C(CSc1ccccc1)NCc1ccco1 | nt | -20 | 96 | -37 | 0 | nt | 85 | -1.0 | 10 | 4 |
| 50 | COc1ccc(C(=O)OCC(=O)NCC2CCCCC2)cc1S(=O)(=O)N1CCCc2ccccc21 | -1 | -23 | 92 | -37 | -2 | 8 | 94 | -2.2 | 8 | 13 |
| 51 | CCOC(=O)C1=C(C(F)(F)F)Nc2ncnn2C1c1cc(OC)c(OC)cc1OC (configuration not stated) | 8 | -16 | 108 | -20 | 1 | 7 | 97 | -2.3 | -4 | 9 |
| 52 | Cc1ccc2c(c1)nc(NCCCO)n2C | 0 | 14 | 91 | -42 | 2 | -17 | 92 | -0.2 | 6 | 15 |
